Rat MKP-3 inhibitors = inhibition of rat DUSP6 enzyme activity – biochemical, in vitro, primary screen (AID 425) | recombinant MKP-3 phosphatase activity, fluorescence; higher % means a stronger effect | one-dose inhibition, % at 20 µM; IC50 in µM for titrated hits | 110,000 tested, 0.17% active; in the data active means inhibition above about 50%;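 further: plate controls were vehicle for no effect and reference inhibitor for full effect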
Hsp70 displacement = small molecules displacing fluorescent ligand from Hsp70 – biochemical, fluorescence polarization, primary screen (AID 583) | Hsp70 fluorescence polarization probe displacement, mP; higher % means a stronger effect | displacement, % at 20 µM; hits with a dose series show IC50 in µM | 140,000 tested, 0.06% active; in the data active means displacement above about 50%;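 further: plate controls were vehicle for no effect and reference ligand for full effect; a part of the inactive calls stands beside numbers as strong as those of hits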
* = called active by the depositor; nt = no result given; & = joins results of further samples. Some of the compounds tested; rates above refer to the full screens.

Rat MKP-3 inhibitors	Hsp70 displacement	Molecule
-4%	6.8%	CSC1=C(C#N)C(C)CC(=O)N1 (stereo not given)
-7%	2.0%	CC(C)C[C@H](NC(=O)OC(C)(C)C)C(=O)N1CCC(C(=O)N[C@@H](Cc2ccccc2)C(=O)O)CC1
nt	2.8%	COc1cc(-c2nnc(SC(C)C(=O)Nc3c(C)n(C)n(-c4ccccc4)c3=O)o2)cc(OC)c1OC (stereo not given)
nt	1.4%	O=C(CCCn1c(=O)[nH]c2cc(Cl)ccc2c1=O)NC1CCCCCCC1
7%	-0.2%	O=C(Cn1nc(-c2ccccc2F)ccc1=O)NCc1ccc2c(c1)OCO2
-1%	2.0%	CCCCOC(=O)Nc1cc(OC)c(Cl)cc1OC
2%	-1.4%	O=C(Nc1ccc(C(=O)N2CCOCC2)cc1)Nc1cccc(Cl)c1
-13%	3.7%	CCN(CC)CCCN1C(=O)C(=O)/C(=C(/O)c2ccc3c(c2)OCO3)C1c1ccccn1 (stereo not given)
nt	9.4%	CCCCOc1ccc(CNC(=O)NS(=O)(=O)c2ccc(OCC)cc2)cc1
4%	-3.5%	O=C(CC(=O)NCc1cccnc1)NCc1cccnc1
-12%	3.5%	COc1ccc(CNC(=O)c2ccc3c(c2)N(C)C(=O)CS3=O)cc1 (stereo not given)
0%	7.5%	Cc1ccc(S(=O)(=O)Nc2ccc3nc(N)sc3c2)cc1
2%	-2.4%	COC(=O)C1=NN(C(C)=O)C2C(=O)N(c3cccc(C)c3)C(=O)C12 (stereo not given)
1%	3.2%	CC1CCCCN1S(=O)(=O)c1ccc(Br)c2ccccc12 (stereo not given)
-9%&3%	-1.4%&-1.0%	COc1ccc(-c2cc(C(F)(F)F)n3ncc(C(=O)NCC4CCCO4)c3n2)cc1 (stereo not given)
-4%	1.1%	COc1cc2cc(CN(Cc3nnnn3Cc3ccccc3)CC3CCCO3)c(=O)[nH]c2cc1OC (stereo not given)
-4%	-2.9%	CCCC(c1nnnn1Cc1cccs1)N1CCN(c2ccc(OC)cc2)CC1 (stereo not given)
-8%	2.5%	O=C1CN(C(=O)COC(=O)COc2ccc3c(c2)CCC3)c2ccccc2N1
nt	-3.5%	Cc1ccc(CNC(=O)c2ccc(N3CCCC3=O)cc2)cc1
-4%	3.4%	Cc1cc(NC(=O)c2cc3ncc(Br)cn3n2)no1
4%	-3.1%	CC(=O)C1=C(O)C(=O)N(c2nc3ccccc3s2)C1c1ccc(F)cc1 (stereo not given)
0%	nt	Nc1nc2n(c1C(=O)c1ccccc1)CCC2
3%	4.4%	Cc1cc(Cl)ccc1NC(=O)c1ccc(I)cc1
-4%	11%	CCO/C([O-])=N/c1c[n+](N2CCOCC2)no1
4%	3.5%	COCCn1c(SCc2nc3ccccc3s2)nc2ccccc21
6%	-2.1%	Cc1ccc(-n2c(=O)cc(N3CC(C)CC(C)C3)[nH]c2=O)cc1 (stereo not given)
nt	-0.5%	Cc1ccc(C)c(NC2=NCC(=O)N2c2ccc3c(c2)OCCO3)c1
2%	-3.9%	CC1(C)Cc2c(C#N)c(OCC(=O)c3ccc(Cl)cc3)nc(-c3ccoc3)c2CO1
-9%	4.8%	COc1ccc(Cc2nnc(SCC(=O)N3CCN(c4ccccc4)CC3)o2)cc1
0%	-1.6%	CC(=O)c1ccc(NC(=O)/C=C/c2ccccc2)cc1
-6%	-2.8%	CCN(CC)C(=O)c1cn(C)c2ccc(S(=O)(=O)N(CC)CC)cc2c1=O
0%	2.2%	C1=C(CCNC2=NCCCCC2)CCCC1
8%	0.2%	Cc1c(NC(=O)c2ccccc2F)c(=O)n(-c2ccccc2)n1C
-8%	-3.5%	O=C(c1cnn2cccnc12)N1CCN(c2ccccc2)CC1
-1%	-5.9%	O=C(Cn1nc(Cl)nc1Cl)c1cc2ccccc2oc1=O
nt	-1.0%	COc1ccc(CNn2c(-c3cccc(C)c3)nc3ccccc3c2=O)cc1OC
7%	0.2%	COCCOC(=O)c1ccc(NC(=O)Nc2ccc(Cl)cc2)cc1
-12%	2.7%	Cc1nn(-c2ccccc2)c(Cl)c1C(=O)N1CCN(c2ncnc3c2cnn3-c2ccccc2)CC1
-4%	2.4%	Nc1nonc1N=Cc1ccccc1O
nt	6.7%	CCC(C(=O)NC(C)(C)C)N(C(=O)Cn1nnc(-c2cccs2)n1)c1cnc2ccccc2c1 (stereo not given)
0%	6.9%	COCCNC(=O)c1c[nH]c2ccc(S(=O)(=O)N3CCC4(CC3)OCCO4)cc2c1=O
-2%	-4.5%	CCOc1ccc(-n2c(C)nc3c(cnn3-c3ccc(Cl)cc3)c2=O)cc1
-2%	5.5%	Cc1ccccc1NCC(=O)N/N=C\c1cc(Cl)ccc1O
3%	-1.9%	CC(C)Sc1nc(NCc2ccco2)c2c3c(sc2n1)COC(C)(C)C3
4%	-0.3%	O=C(c1ccc(Cl)cc1)N1CCN(c2ccc([N+](=O)[O-])c(N3CCOCC3)c2)CC1
-8%	-4.6%	COc1cccc(CNc2ccc(Br)cn2)c1O
-1%	4.3%	O=C(NC1CCCC1)C(c1ccco1)N(Cc1ccccc1)C(=O)c1csnn1 (stereo not given)
2%	2.3%	Cc1cc(=O)oc2cc(OCC(=O)OC(C)C)ccc12
-5%	-4.0%	CCOc1cc(S(=O)(=O)NC2CCCC2)ccc1Cl
-10%	12%	COc1ccc(NC(=O)Nc2ccc3nccnc3c2)cc1
5%	2.7%	CN1CCN(Cn2c(O)c(N=NC(=O)COc3ccc(Cl)cc3)c3ccccc32)CC1
2%	1.4%	COc1ccc(NC(=O)CCCC2=NS(=O)(=O)c3ccccc3N2)cc1
-4%	-3.8%	O=C(c1ccco1)N(Cc1cccs1)C1CCS(=O)(=O)C1 (stereo not given)
2%	5.6%	Cc1cccc(N2C(=O)/C(=C/c3cc(C)n(C)c3C)C(=O)NC2=S)c1C
-7%	-0.2%	O=S1(=O)NC(=NC2CCCCCC2)c2ccccc21
4%	0.0%	Cc1ccc(C)c(NC(=O)C2CC(=O)N(c3ccc(Br)cc3)C2)c1 (stereo not given)
-8%	2.7%	CCOC(=O)C1C(c2ccc3c(c2)OCO3)NC(=O)NC1(O)C(F)(F)F (stereo not given)
4%	0.6%	CCc1ccccc1NC(=O)c1c(NC(=O)c2ccccc2)sc2c1CCC2
3%	0.9%	CSc1ccc(/C=N/NC(=O)c2cc(-c3ccccc3)n[nH]2)cc1
-2%	11%	COc1ccc(C2=Nn3c(nnc3-c3ccccc3OC)SC2)cc1OC

(more compounds)
Rat MKP-3 inhibitors	Hsp70 displacement	Molecule
nt	1.7%	O=C1C2C(c3ccccc3)C=CC(c3ccccc3)C2C(=O)N1C1CCCCC1 (stereo not given)
nt	4.2%	O=C(Cn1cnc2ccccc2c1=O)c1ccccc1
0%	-4.2%	CCOC(=O)C1=C(O)/C(=C/c2ccco2)SC1=Nc1ccc(Cl)cc1
-3%	7.0%	COc1cc(-c2nn3c(-c4cccc(C)c4)nnc3s2)cc(OC)c1OC
4%	nt	Cc1cc(C)nc(NS(=O)(=O)c2ccc(N)cc2)n1
3%	1.4%	CCc1cccc(C)c1NC(=O)COc1ccc(OC)cc1
2%	-0.7%	CN1C(=O)c2oc3ccc(Br)cc3c(=O)c2C1c1ccncc1 (stereo not given)
-2%	0.5%	COCCCn1c(SCC(N)=O)nnc1-c1ccccc1
3%	-0.7%	COc1ccc(Cl)cc1NC(=O)c1cc2c(C)nn(-c3ccccc3)c2s1
nt	2.5%	COc1ccc(C(=O)NCC(C)C)c(OC)c1
3%	-3.1%	O=c1[nH]c(=O)n(-c2ccc(Br)cc2)c(O)c1C=C1C=CC=N1
1%	1.2%	COC(=O)c1c(NC(=O)/C=C/c2ccc(OC)c(OC)c2)sc2c1C(C(=O)OC)CC2 (stereo not given)
-2%	0.6%	Cc1cccc2cc(CN(Cc3ccccc3)C(=O)N(C)C)c(=O)[nH]c12
-1%	-0.2%	O=C(Oc1ccccc1)c1cccc(COC(=O)c2cnccn2)c1
nt	7.7%	O=C(c1ccc(Cl)cc1)c1coc2ccc(O)cc12
nt	-2.3%	CC(C)OC(=O)C1=C(N)N2C(=O)CSC2=C(C(=O)OC(C)C)C1
3%	2.7%	COc1cc(C=C2C(=O)c3ccccc3C2=O)cc(Br)c1OCC(=O)O
-5%	-2.6%	CCCCCCn1c(SCCOC)nc2c1c(=O)[nH]c(=O)n2C
nt	4.0%	C=CCNC(=O)C1CC(=O)N(c2ccc(OCC(=O)Nc3ccc(Cl)c(C(F)(F)F)c3)cc2)C1 (stereo not given)
4%	0.1%	COc1ccccc1-n1c(SCC(=O)c2ccc(Cl)cc2)nc2ccccc2c1=O
-8%	-4.2%	COc1ccc(N(CC(=O)Nc2ccc(S(=O)(=O)N3CCCC3)cc2)S(C)(=O)=O)cc1OC
nt	7.2%	CC1=C(C(=O)OCc2ccc3c(c2)OCO3)C(c2ccccc2OCc2ccccc2)NC(=O)N1 (stereo not given)
4%	1.3%	CCn1c2ccccc2c2cc(NC(=O)CC(C)=O)ccc21
-6%	-2.1%	CC(C)=CCCC(C)CN1CCC(O)CC1 (stereo not given)
4%	5.5%	CNC(=O)N(C1=NCC(C)S1)c1ccc(F)cc1F (stereo not given)
4%	-3.6%	CCOc1ccc(NC(=O)C(C)Oc2ccc(OC)cc2)cc1 (stereo not given)
-2%	-2.5%	CCOc1ccc(N(CC(=O)Nc2ccc(F)cc2)S(=O)(=O)c2ccc(SC)cc2)cc1
2%	1.1%	CC(CC(=O)NC1CCSC1=O)c1ccccc1 (stereo not given)
-6%	2.1%	Cc1cc(OCc2ccc(F)cc2)nc(-c2ccccc2O)n1
-1%	1.2%	CCOC(=O)CSc1nc2ccc(N3C(=O)c4ccccc4C3=O)cc2s1
2%	-3.3%	c1ccc2sc(SCCOCCSc3nc4ccccc4s3)nc2c1
-2%	-0.6%	COc1cccc(-c2nnc(NC(=O)c3ccc(S(=O)(=O)N(CC(C)C)CC(C)C)cc3)o2)c1
-3%	4.2%	COc1ccc(O)c(C2=Nc3ccccc3N=C(C(F)(F)F)C2)c1
nt	2.0%	Cc1ccc(NC(=S)N/C(=N/S(=O)(=O)c2ccccc2)c2ccccc2)cc1
0%	5.5%	CCOc1ccc(NC(=O)C(=O)NC(C)c2ccc(OC)cc2)cc1 (stereo not given)
3%	-3.5%	CCOP(C)(=O)C(CC(=O)OC)C(=O)OC (stereo not given)
3%	-3.1%	COc1ccc(N2C(=O)CC(Sc3nnc(-c4ccccc4)n3-c3ccccc3)C2=O)cc1 (stereo not given)
-4%	-1.7%	O=C(CC1C(=O)NCCN1C(=O)Nc1ccccc1)Nc1cccc(C(F)(F)F)c1 (stereo not given)
0%	-2.0%	Cc1ccc(NC(=O)CC(O)(C(F)(F)F)C(F)(F)F)c(Br)c1
-14%	0.2%	COC(=O)CSC1=C(C#N)C(c2ccc(C)cc2)C2=C(CCCC2=O)N1 (stereo not given)
2%	7.4%	O=C(NN1C(=O)/C(=C/c2ccc(F)cc2)SC1=S)c1ccncc1
0%	6.5%	COc1ccc(CCNC(=O)CN(c2ccc(Oc3ccccc3)cc2)S(C)(=O)=O)cc1OC
0%	0.6%	O=C(CN(C(=O)C1COc2ccccc2O1)c1ccccc1)NCC1CCCO1 (stereo not given)
nt	1.7%	Cc1ccc(OCCNC(=O)Cn2cnc3c(=O)n(C)c(=O)n(C)c32)cc1C
nt	2.8%	CC(=O)O[C@@H]1[C@@H](OC(C)=O)[C@H](n2ccc3cc([N+](=O)[O-])ccc32)OC[C@@H]1OC(C)=O

Structures from the list above that have an aryl thioether with sulfur outside any ring, in the order listed:
Rat MKP-3 inhibitors	Hsp70 displacement	Molecule
nt	2.8%	COc1cc(-c2nnc(SC(C)C(=O)Nc3c(C)n(C)n(-c4ccccc4)c3=O)o2)cc(OC)c1OC (stereo not given)
4%	3.5%	COCCn1c(SCc2nc3ccccc3s2)nc2ccccc21
-9%	4.8%	COc1ccc(Cc2nnc(SCC(=O)N3CCN(c4ccccc4)CC3)o2)cc1
3%	-1.9%	CC(C)Sc1nc(NCc2ccco2)c2c3c(sc2n1)COC(C)(C)C3
3%	0.9%	CSc1ccc(/C=N/NC(=O)c2cc(-c3ccccc3)n[nH]2)cc1
-2%	0.5%	COCCCn1c(SCC(N)=O)nnc1-c1ccccc1
-5%	-2.6%	CCCCCCn1c(SCCOC)nc2c1c(=O)[nH]c(=O)n2C
4%	0.1%	COc1ccccc1-n1c(SCC(=O)c2ccc(Cl)cc2)nc2ccccc2c1=O
-2%	-2.5%	CCOc1ccc(N(CC(=O)Nc2ccc(F)cc2)S(=O)(=O)c2ccc(SC)cc2)cc1
-1%	1.2%	CCOC(=O)CSc1nc2ccc(N3C(=O)c4ccccc4C3=O)cc2s1
2%	-3.3%	c1ccc2sc(SCCOCCSc3nc4ccccc4s3)nc2c1
3%	-3.1%	COc1ccc(N2C(=O)CC(Sc3nnc(-c4ccccc4)n3-c3ccccc3)C2=O)cc1 (stereo not given)

Screening data: PubChem BioAssay, Sanford-Burnham Center for Chemical Genomics
